# ARFGAP1 inhibitor: inhibitors of rat ARFGAP1 GAP activity, primary screen, biochemical, fluorescence polarization, GDP tracer | Arfgap1-stimulated ARF1 GTP hydrolysis, GDP FP detection | inhibition, % at 16.5 µM | 0.26% of 360,000 active | AID 651572, 2012;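 active = inhibition above a per-plate limit, mean inhibition of low control wells plus 3 SD, cut at about 25% in these data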;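 also: 0% = DMSO wells with enzyme and 100% = wells lacking Arfgap1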
# Target sequence (Q62848 1-136 limits assumed): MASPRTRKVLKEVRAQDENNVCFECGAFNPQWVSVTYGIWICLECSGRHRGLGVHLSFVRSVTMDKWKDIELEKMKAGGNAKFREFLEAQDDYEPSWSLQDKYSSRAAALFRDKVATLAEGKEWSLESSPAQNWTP
#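 Repeats: one replicate per compound; assay system: rat Arfgap1 catalytic domain, aa 1-136; times: enzyme reaction 120 min at 25 °C after 20 min preincubation; detection: FP of antibody-bound GDP Alexa 633 tracer, ex 620/em 688 nm; benchmarks: high control wells lacking Arfgap1, low control full reaction with DMSO; reagent: human ARF1(Δ1-17)-GTP substrate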
# LEDGF integ inh: blockers of LEDGF/p75-dependent integrase strand transfer – biochemical, TR-FRET, high throughput, primary screen. inhibition, % at 3.7 µM. AID 743269, 2014. 0.64% of 370,000 active. TR-FRET IN-LEDGF/p75 DNA integration, Eu/Cy5;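 active = inhibition above the screen-wide mean plus 3 SD, cut at about 13% in these data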;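 also: signal is the Cy5 over europium emission ratio at 671 and 618 nm; 0% = plate median of compound wells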
# DDE Tn7 FP inh: inhibitors of Tn7 peptide binding to fibrin DD(E), primary screen, biochemical, fluorescence polarization, human fibrin, Tn7 probe. 0.13% of 370,000 active. AID 720508, 2013. inhibition, % at 8.3 µM. FP displacement of FITC-Tn7 peptide from fibrin DD(E); 0% = median of compound wells per plate;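 active = inhibition above the mean of compounds falling within the control limits plus 3 SD of them, cut at about 14% in these data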;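 also: 0% = plate median of compound wells and 100% = 10 µM Aha-Tn7 peptide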
#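 Also added: labelled Tn7 tracer, 0.1 µM; Assay system: human fibrin DD(E) protein; Amount: 2 µM fibrin DD(E); Schedule: 10 min compound pre-incubation, 3 h probe incubation at room temperature; Repeats: one replicate per compound; Read-out basis: percent inhibition; Measured by: fluorescence polarization of the labelled Tn7 tracer.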
# KLK7 zymogen act: proKLK7 zymogen activators, primary screen, biochemical, fluorescence intensity; purified proKLK7, EDANS-DABCYL substrate fluorescence; 100% is mature enzyme control, 0% vehicle; Kallikrein-7 (Homo sapiens), P49862; 0.9% of 370,000 active; activation, % at 7 µM;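 active = activation above the mean of all tested compounds plus 3 SD, computed per campaign excluding outliers beyond control limits, cut at about 13% in these data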
# Target sequence (P49862 whole entry, looked up): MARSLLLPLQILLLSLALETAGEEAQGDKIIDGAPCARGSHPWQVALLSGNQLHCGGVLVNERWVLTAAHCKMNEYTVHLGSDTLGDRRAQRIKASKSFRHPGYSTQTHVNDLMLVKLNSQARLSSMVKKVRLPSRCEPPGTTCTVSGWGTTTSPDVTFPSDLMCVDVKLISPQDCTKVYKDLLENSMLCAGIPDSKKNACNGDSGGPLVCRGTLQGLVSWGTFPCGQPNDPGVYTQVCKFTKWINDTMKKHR
# TDP2 inh: human TDP2 enzyme inhibitors, primary screen, biochemical, epi absorbance, recombinant enzyme. Tyrosyl-DNA phosphodiesterase 2 (Homo sapiens), O95551. T5PNP hydrolysis, p-nitrophenol absorbance 415 nm. inhibition, % at 12.8 µM. 0.34% of 370,000 active. AID 720702, 2013;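 active = inhibition above the mean of all tested compounds plus 3 SD, set per campaign, cut at about 25% in these data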;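 also: 0% = DMSO with enzyme and 100% = buffer with substrate but no TDP2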
#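 Evaluation: % inhibition relative to enzyme-containing and enzyme-free wells. Material: recombinant human TDP2. Benchmarks: enzyme-free and DMSO wells. Timing: enzyme reaction with compound for 2 h at 37 °C. Compound dosing: 12.8 µM only. Measured by: p-Nitrophenol epi absorbance. Reagent: T5PNP substrate at 5 mM, a TopII-DNA adduct mimic. Replication: single well per compound.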
# Tn6 DDE FP: inhibitors of Tn6 peptide binding to fibrin DD(E), primary screen, biochemical, fluorescence polarization, human fibrin, Tn6 probe | 0.21% of 370,000 active | inhibition, % at 8.3 µM | Fibrin DD(E) TRITC-Tn6 fluorescence polarization displacement | AID 720509, 2013;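 active = inhibition above a per-campaign cutoff: mean of compounds within control limits plus 3 SD, cut at about 15% in these data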;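 also: 0% = median of all compound wells on the plate and 100% = blocking peptide control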
# ADAM17 inh: ADAM17 inhibitors, primary screen, biochemical, QFRET. recombinant ADAM17, EDANS/DABCYL FRET peptide cleavage. 0.83% of 370,000 active. Disintegrin and metalloproteinase domain-containing protein 17 (Homo sapiens), P78536. inhibition, % at 6.95 µM;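 active = inhibition above the mean of compounds lying between control limits plus 3 SD, set per campaign, cut at about 8.5% in these data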;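 also: 0% = DMSO-only wells as the low control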
# ASAP1 inh: inhibitors of human ASAP1 ArfGAP activity, primary screen, biochemical, fluorescence polarization; 0.19% of 360,000 active; ASAP1-stimulated ARF1 GTP hydrolysis, GDP FP detection; inhibition, % at 16.5 µM; AID 624377, 2012; in the data active = inhibition above about 25%;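 also: 0% = vehicle with enzyme and substrate and 100% = no enzyme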
# Target sequence (Q9ULH1 325-724 limits assumed): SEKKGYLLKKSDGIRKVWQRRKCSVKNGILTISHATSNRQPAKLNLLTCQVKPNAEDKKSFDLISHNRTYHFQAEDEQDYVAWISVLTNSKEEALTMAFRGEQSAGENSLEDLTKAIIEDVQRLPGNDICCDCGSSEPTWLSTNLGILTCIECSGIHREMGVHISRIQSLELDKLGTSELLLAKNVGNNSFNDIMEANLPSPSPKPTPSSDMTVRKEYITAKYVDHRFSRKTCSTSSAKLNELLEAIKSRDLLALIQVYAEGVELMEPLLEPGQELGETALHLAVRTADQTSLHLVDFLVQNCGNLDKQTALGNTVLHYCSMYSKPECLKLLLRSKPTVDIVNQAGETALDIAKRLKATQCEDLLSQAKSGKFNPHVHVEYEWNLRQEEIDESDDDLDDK
# ADAM10 inh: human ADAM10 inhibitors, primary screen, biochemical, QFRET, HTS; Disintegrin and metalloproteinase domain-containing protein 10 (Homo sapiens), O14672; recombinant ADAM10, EDANS/DABCYL FRET peptide cleavage, 3 h; 0.62% of 370,000 active; inhibition, % at 7 µM;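 active = inhibition above a per-campaign cutoff equal to the mean of compounds falling between control-based bounds plus 3 SD, cut at about 20% in these data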;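 also: 0% = DMSO wells while the 100% control is not disclosed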
# PLC-gamma1 inh: PLC-gamma1 enzyme inhibitors, primary screen, biochemical, fluorescence, purified enzyme; fluorogenic substrate; 1-phosphatidylinositol 4,5-bisphosphate phosphodiesterase gamma-1 (Homo sapiens), P19174; 0.84% of 370,000 active; inhibition, % at 12.2 µM; in the data active = inhibition above about 9.5%
# The depositor's hits bear a star; i = inactive.
item	ARFGAP1 inhibitor	LEDGF integ inh	DDE Tn7 FP inh	KLK7 zymogen act	TDP2 inh	Tn6 DDE FP	ADAM17 inh	ASAP1 inh	ADAM10 inh	PLC-gamma1 inh	Molecule
1	6	-2	2	-0.1	1	-2	-2	3	-11	0	Cn1c(SCC(=O)NCC2CCCO2)ncc(C(=O)Nc2ccccc2)c1=O (configuration not stated)
2	-4	-3	-9	0.1	-3	8	3	-17	-7	1	COc1cc(C=NO)nc(-c2ccccn2)c1
3	0	4	-4	-0.3	4	-1	0	3	1	1	C#CCNC(=O)c1csc([C@@H]2O[C@H](CO)[C@@H](O)[C@H]2O)n1
4	7	-1	-2	-0.2	-9	11	-4	-8	7	-1	CS(=O)(=O)NCCSCc1ccccc1
5	17	7	-7	0.6	1	2	-3	7	-1	2	O=C(Cn1cncn1)c1ccccc1
6	5	-7	-4	0.2	3	-7	-1	-3	-10	-4	CN(C)c1ccc(CNc2ncnc3sccc23)cc1
7	3	4	-7	0.0	-7	-5	0	10	-1	-1	Cc1cccc(-n2ncc3c2CCCC3NC(=O)c2cccs2)c1C (configuration not stated)
8	2	8	-11	0.6	4	10	-2	2	-18	5	O=C(Cn1ccc2ccccc2c1=O)NCC(=O)N1CCN(c2ccc(F)cc2)CC1
9	-2	-5	0	0.7	-8	6	0	2	-5	1	Cc1cccc(C)c1N(CC(=O)NCc1ccco1)C(=O)CNS(=O)(=O)c1ccc(F)cc1
10	5	-1	5	0.0	-7	0	4	0	-5	-1	CSc1ccc(CN2CCC2(C)C(=O)NCc2cccc(C(F)(F)F)c2)cc1 (configuration not stated)
11	-3	0	0	1.0	15	1	-4	-2	-1	-1	CCn1c(CSc2nc3ccccc3s2)nnc1SCC(N)=O
12	12	5	4	24*	3	-11	-59	-4	-146	-183	Cc1oc2c(cc(NS(=O)(=O)c3ccc4c5c(cccc35)C(=O)N4)c3ccccc32)c1C(=O)OC(C)C
13	-9	5	1	0.3	14	6	2	13	-1	-2	O=C(Nc1cc(Cl)cc2c1-c1ccc(Cl)cc1C2O)C(Cl)Cl (configuration not stated)
14	-5	0	0	-0.4	-2	9	5	4	14	0	COc1ccc(Cc2nc(-c3ccc(Br)cc3)no2)cc1
15	-8	1	1	0.2	-7	6	-1	-2	1	1	COc1ccccc1C(=O)NC(=O)COC(=O)/C(=C/c1ccccc1)NC(C)=O
16	2	-2	5	-0.4	8	5	-4	-4	-9	-1	Cn1ncc2c(=S)[nH]c(=S)[nH]c21
17	-5	1	-2	0.2	-6	1	1	12	-3	0	O=C(COc1ccccc1-c1ccccc1)N/N=C/c1ccccn1
18	-5	1	-9	-0.4	4	-1	0	6	8	-1	O=S(=O)(NCc1ccccc1)c1ccc(F)cc1Br
19	0	3	13	0.2	-4	2	0	4	1	-1	O=C(O)/C=C/C(O)c1ccc(Cl)cc1 (configuration not stated)
20	6	4	1	-0.3	7	-3	2	-1	3	1	COCCNC(=O)NC(=O)CSc1nc(C)c(C)c(C)n1
21	1	0	0	-0.1	5	3	3	1	3	3	Cc1ccc2c(c1)/C(=C/c1ccccc1F)C(=O)N2
22	-2	-1	-1	0.1	-1	6	-5	-1	-9	0	Cc1cc2c(c(=O)o1)[C@@]1(C(=O)Nc3ccccc31)C1=C(CCCC1=O)O2
23	2	1	0	0.1	-6	-7	3	10	-1	3	CC(C)(C)c1ccc(OCC(=O)N/N=C/c2cc(Br)ccc2OC(=O)c2ccco2)cc1
24	0	0	3	1.3	2	-5	1	-3	-5	-1	CC(C)c1ccc(C(=O)N2CCN(CCO)CC2)cc1
25	0	0	5	-0.3	-1	0	-2	-1	-4	1	COc1ccc(CCN2C(=O)c3cccc4cccc(c34)C2=O)cc1OC
26	1	5	-6	-1.5	-3	4	0	-4	3	2	O=C(NC(=S)NCC1CCCO1)c1cccs1 (configuration not stated)
27	-6	2	5	-0.1	2	-2	-1	-2	0	2	COC(=O)C1CCN(C(=O)C23CCC(C)(C(=O)O2)C3(C)C)CC1 (configuration not stated)
28	6	2	-7	-0.1	0	0	2	-7	-10	4	CN1OC[C@@H]2CN(C(=O)C(C)(C)C)[C@H](c3ccc(-c4cc5ccccc5o4)cc3)C[C@@H]21
29	7	3	-2	0.2	3	-11	2	-3	-6	2	CCOC(=O)c1cc(CC)sc1NC(=O)COC(=O)C1CCC1
30	-6	1	-6	0.1	13	-4	1	-4	1	3	COc1ccccc1CCNC(=O)C(=O)NCCC1CCCCN1S(=O)(=O)c1ccccc1 (configuration not stated)
31	8	2	-5	0.4	-9	-9	8	1	20*	3	Cc1ccc(S(=O)(=O)Nc2ccc(NC(=O)Nc3ccc(F)cc3F)cc2)cc1
32	5	2	-3	-6.5	2	0	-276	11	i	-402	OCCCCNc1cccc2ccccc12
33	6	-5	-3	0.8	8	-2	-6	14	-7	1	O=C(CCNS(=O)(=O)c1ccc(Br)s1)NC1CCCC1
34	-4	-3	-1	0.2	7	8	-1	3	-7	2	CSc1ccc(Cn2c(C)c(C(=O)NCCC#N)sc2=O)cc1
35	-16	4	-5	-0.5	-28	7	1	-5	0	1	Cc1sc2ncnc(OCc3nnc(-c4cccs4)o3)c2c1C
36	-10	-2	-1	0.4	11	2	-4	2	4	0	COc1ccc(S(=O)(=O)N2CCC(C(=O)NCc3ccco3)CC2)cc1
37	4	0	7	0.2	3	5	-5	-12	-4	4	COc1ccc2nc(SCC(=O)C(C)(C)C)[nH]c2c1
38	-2	-2	4	0.5	-8	4	7	-9	21*	0	C=CCC[C@@H](Cc1ccc(F)cc1)C(=O)OC[C@@H](NC(=O)[C@@H](CC=C)CC(=O)N[C@@H](CO)Cc1ccccc1)C(C)(C)C
39	7	-1	-5	-0.6	16	6	1	-2	-12	-2	CCCCn1c(N)c(N(CCOC)C(=O)CCCn2c(=O)oc3ccccc32)c(=O)[nH]c1=O
40	-1	1	-4	-0.2	-7	-8	3	1	4	5	O=C(CSCc1ccccc1Cl)Nc1ccc2c(c1)OCCO2
41	-5	-4	1	-0.2	4	-4	-3	2	-2	2	CCOC(=O)c1cc(C)sc1NC(=O)CCC(=O)O
42	-3	-1	-6	0.2	-18	-1	-5	0	-1	2	CCOP(=O)(OCC)C(NC(=O)Nc1ccc(C)cc1)C(N)=O (configuration not stated)
43	7	-4	2	1.1	3	0	0	4	1	-4	c1ccc(NN=C2c3ccccc3-c3ccccc32)cc1
44	-8	-4	-3	-0.1	-4	-10	-2	-11	-15	3	CC1(c2ccc3c(c2)OCCO3)NC(=O)N(CC(=O)Nc2c(F)cccc2F)C1=O (configuration not stated)
45	1	-1	6	-0.2	-6	-7	2	1	3	6	O=C(CNC(=O)c1ccc(Cl)cc1)OCN1C(=O)c2ccccc2C1=O
46	-5	0	-4	0.7	-9	4	-4	-9	-3	3	O=C(N[C@H](Cc1ccccc1)C(=O)NCc1ccco1)[C@H]1O[C@@H](n2ccc(=O)[nH]c2=O)[C@H](O)[C@@H]1O
47	-6	0	-1	0.1	5	7	2	-8	-4	3	CCOC(=O)c1csc(NC(=O)C2=COCCO2)n1

# Molecules shown so far that have an aryl thioether with sulfur outside any ring, in the order listed:
item	ARFGAP1 inhibitor	LEDGF integ inh	DDE Tn7 FP inh	KLK7 zymogen act	TDP2 inh	Tn6 DDE FP	ADAM17 inh	ASAP1 inh	ADAM10 inh	PLC-gamma1 inh	Molecule
1	6	-2	2	-0.1	1	-2	-2	3	-11	0	Cn1c(SCC(=O)NCC2CCCO2)ncc(C(=O)Nc2ccccc2)c1=O (configuration not stated)
10	5	-1	5	0.0	-7	0	4	0	-5	-1	CSc1ccc(CN2CCC2(C)C(=O)NCc2cccc(C(F)(F)F)c2)cc1 (configuration not stated)
11	-3	0	0	1.0	15	1	-4	-2	-1	-1	CCn1c(CSc2nc3ccccc3s2)nnc1SCC(N)=O
20	6	4	1	-0.3	7	-3	2	-1	3	1	COCCNC(=O)NC(=O)CSc1nc(C)c(C)c(C)n1
34	-4	-3	-1	0.2	7	8	-1	3	-7	2	CSc1ccc(Cn2c(C)c(C(=O)NCCC#N)sc2=O)cc1
37	4	0	7	0.2	3	5	-5	-12	-4	4	COc1ccc2nc(SCC(=O)C(C)(C)C)[nH]c2c1

# Bioassay records deposited in PubChem by The Scripps Research Institute Molecular Screening Center.
